Bioassay records: PubChem BioAssay, National Center for Advancing Translational Sciences (NCATS)
Vif-APOBEC3G blk – qHTS for Inhibitors of Vif-A3G Interactions: qHTS | DNA dC->dU-editing enzyme APOBEC-3G (Homo sapiens), Q9HC16 | HeLa A3G-eYFP + Vif (tagged APOBEC3G with the HIV-1 protein that degrades it), YFP fluorescence, overnight | Potency, µM (series often up to 46.1 µM), for inactives: at the top dose activity, negative = active, most hits filed as inhibitors | hit rate 0.076% among 410,000 | AID 602310, 2012;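 further: potency means the concentration at half of the fitted maximal effect; on the % scale 0 is the no-effect control and ±100 the full control effect; nearly all actives have a fitted effect of over 60% in size; hits raise eYFP signal because A3G escapes Vif-driven loss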
Target sequence (Q9HC16 whole entry, looked up): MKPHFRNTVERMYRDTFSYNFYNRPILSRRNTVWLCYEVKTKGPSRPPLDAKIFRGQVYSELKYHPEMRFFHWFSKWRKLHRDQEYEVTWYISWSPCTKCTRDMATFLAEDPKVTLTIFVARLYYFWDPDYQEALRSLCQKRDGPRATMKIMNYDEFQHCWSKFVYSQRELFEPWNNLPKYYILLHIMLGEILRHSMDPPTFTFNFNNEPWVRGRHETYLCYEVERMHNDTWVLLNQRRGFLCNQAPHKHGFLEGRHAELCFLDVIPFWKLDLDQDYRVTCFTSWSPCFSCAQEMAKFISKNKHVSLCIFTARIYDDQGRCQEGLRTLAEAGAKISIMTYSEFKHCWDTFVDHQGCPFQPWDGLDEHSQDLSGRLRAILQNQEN
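HeLa cells stably expressing Vif and C-terminally eYFP-tagged A3G, seeded overnight at 37 deg C, then exposed to compound by pintool overnight at 37 deg C. Rise in yellow fluorescence (Ex 488/Em 500-530, Acumen) marks blocked Vif-driven A3G degradation.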
D2 antagonist – HTS Assay for Allosteric Antagonists of the Human D2 Dopamine Receptor: Primary Screen for Antagonists; D(2) dopamine receptor (Homo sapiens), P14416; HEK293 TREx D2 cells, calcium flux, dopamine EC80; inhibition, % at 10 µM; hit rate 2% among 340,000; in the data active means inhibition above about 30%; further: 0% is about no effect
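Antagonism is scored as inhibition of an EC80 dopamine-evoked calcium signal in a force-coupled, tetracycline-inducible HEK293 T-REx D2 line, with compound present 180 s before agonist.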
D2 agonist – HTS Assay for Allosteric Agonists of the Human D2 Dopamine Receptor: Primary Screen for Agonists | HEK293 T-REx D2 cells, calcium flux agonist mode | hit rate 0.53% among 340,000 | D(2) dopamine receptor (Homo sapiens), P14416 | activation, % at 2 µM;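 active means activation over 3 SD above normal in the single-dose calcium agonist read, cut at about 30% in these data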; further: 0% is about no effect
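Tetracycline-induced HEK293 Trex cells with D2 receptor force-coupled to calcium signaling, plated overnight at 30 C and loaded with no-wash calcium dye. Calcium flux read kinetically for 180 s after compound addition; responses flag agonists.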
ALOX12 inh – Primary qHTS assay for inhibitors of human arachidonate 12S-lipoxygenase (ALOX12): Round 2; Polyunsaturated fatty acid lipoxygenase ALOX12 (Homo sapiens), P18054; purified 12hLO, xylenol orange hydroperoxide absorbance; Potency, µM (series often up to 108 µM), inactives show at the top dose activity change, negative = inhibition, usual class: inhibitors; hit rate 1.1% among 580,000; further: potency means the concentration at half of the fitted maximal effect; on the % scale 0 is the no-effect control and ±100 the full control effect
Target sequence (P18054 whole entry, looked up): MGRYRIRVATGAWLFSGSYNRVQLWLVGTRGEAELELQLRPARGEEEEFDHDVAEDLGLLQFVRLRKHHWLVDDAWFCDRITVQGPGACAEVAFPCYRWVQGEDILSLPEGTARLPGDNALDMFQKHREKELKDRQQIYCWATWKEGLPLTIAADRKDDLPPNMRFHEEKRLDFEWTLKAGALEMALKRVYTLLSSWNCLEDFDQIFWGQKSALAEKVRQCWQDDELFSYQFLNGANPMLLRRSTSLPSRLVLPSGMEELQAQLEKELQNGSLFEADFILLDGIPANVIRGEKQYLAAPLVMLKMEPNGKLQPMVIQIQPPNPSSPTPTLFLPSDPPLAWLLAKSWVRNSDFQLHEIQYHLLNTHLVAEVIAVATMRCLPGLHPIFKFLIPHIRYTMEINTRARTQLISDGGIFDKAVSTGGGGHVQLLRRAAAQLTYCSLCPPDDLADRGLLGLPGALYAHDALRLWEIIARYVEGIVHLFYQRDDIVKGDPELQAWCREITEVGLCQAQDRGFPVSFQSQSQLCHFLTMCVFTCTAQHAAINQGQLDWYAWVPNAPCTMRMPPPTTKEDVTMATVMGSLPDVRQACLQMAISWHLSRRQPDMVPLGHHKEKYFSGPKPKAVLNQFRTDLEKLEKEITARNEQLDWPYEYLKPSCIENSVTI
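Purified human 12hLO at 150 nM in 25 mM Hepes, 0.01% Triton X-100, pH 7.0, preincubated 15 min at room temperature with compound. Reaction started with 40 uM arachidonic acid, 30 min at room temperature. Hydroperoxide measured by Fe-xylenol orange, 573/405 nm absorbance ratio.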
GRP78 ERSR act – qHTS for Inducers of the Endoplasmic Reticulum Stress Response (ERSR) in Human Glioma: qHTS; U87-MG GRP78 promoter luciferase reporter, 16 h; Potency, µM, without a hit: at the top dose activation, actives largely listed as activators; hit rate 0.02% among 420,000; AID 602332, 2012; further: potency means the concentration at half of the fitted maximal effect; series mostly up to about 76 µM; % of control where 0% means no effect; nearly all actives have a fitted effect of over 35% in size
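Stably transfected U87-MG human glioma cells carrying a GRP78-based luminescent sensor were seeded at 1000 cells/well, pin-dosed with compounds and incubated 16 h. Luciferase reagent was then added, and end-point luminescence was read after 10 min at room temperature.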
Vif-A3F inh – qHTS for Inhibitors of Vif-A3F Interactions: qHTS; AID 602313, 2012; Potency, µM (doses to about 46.1 µM), without a hit: at the top dose activity, negative = active; hit rate 0.2% among 390,000; HeLa A3F-eYFP + Vif (tagged APOBEC3F with the HIV-1 protein that degrades it), YFP fluorescence increase; further: potency means the concentration at half of the fitted maximal effect; % of control where 0% means no effect; nearly all actives have a fitted effect of over 65% in size
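HeLa cells stably expressing A3F-eYFP plus Vif, plated and incubated overnight at 37 deg C, then exposed to compounds overnight at 37 deg C. Blocked degradation read as raised yellow fluorescence (Ex 488/Em 500-530).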
ERG-DNA inh – qHTS for Small Molecule Inhibitors of the ERG Ets/DNA interaction; AID 624246, 2012; hit rate 0.028% among 370,000; fluorescence polarization, His-ERG Ets domain / labelled DNA; Transcriptional regulator ERG (Homo sapiens), P11308; Potency, µM (highest dose often 76.9 µM), without a hit: at the highest dose FP activity, negative = inhibition, actives largely listed as inhibitors; active means well fitted inhibition curve with a large enough effect in the polarisation, with a control signal flat; inconclusive means small, poorly fitted or top-dose-only effect, or effect the other way, or a change in a side signal; inactive means no such curve, though single readings can be large or run the other way; the % refers to the polarisation;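 further: polarization taken with two DNA probes labelled with fluorescein and Texas red; potency means the concentration at half of the fitted maximal effect; % of control where 0% means no effect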
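His-tagged ERG Ets domain (1 uM in the protein solution; 300mM KCl, 50mM Tris-HCl, 1mM EDTA, 1mM DTT, pH 7.5) received compound, then a probe mix of 5 nM fluorescein-DNA and 100nM Texas-615-DNA. Fluorescence polarization was read for both dyes.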
RGS4 inhibitor – Inhibitors of Regulator of G Protein Signaling (RGS) 4: qHTS | Regulator of G-protein signaling 4 (Homo sapiens), P49798 | Transcreener GDP fluorescence polarization, RGS4-accelerated GTP hydrolysis | Potency, µM (doses to about 114 µM), inactives show top-dose activity change, negative = inhibition, hits mostly inhibitors | hit rate 0.039% among 390,000 | AID 504845, 2011; further: potency means the concentration at half of the fitted maximal effect; on the % scale 0 is the no-effect control and ±100 the full control effect; nearly all actives have a fitted effect of over 75% in size; some results filed as inactive show a strong effect at the top dose
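MLSMR compounds (23 nl, pin-transferred) preincubated 10 min at room temperature with a 500nM (2x) first reagent, then RGS4 at 900nM (2x) plus Transcreener GDP mix added; fluorescence polarization (620/688 nm) read before and after 90 min at 30 °C.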
LDHA block – qHTS assay for inhibitors of human lactate dehydrogenase; purified LDHA, NADH/diaphorase-resazurin fluorescence; hits give low values; activity change, % (values are at about 110 or 230 µM); hit rate 0.15% among 480,000; in the data active means activity change below about -30%; inconclusive means mostly about -25% to -30%;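 further: plate controls were DMSO wells for no effect and wells without enzyme for full effect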
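Human LDH5 (2 nM) was incubated with 0.06 mM NADH and 0.2 mM pyruvate for 5 min at room temperature in Tris pH 7.4. Remaining NADH was coupled through diaphorase/resazurin, and resorufin fluorescence was read at 0 and 20 min.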
Starred values were filed as active, the others as inactive; ? = inconclusive; nt = not tested or not shown; & = joins results of further samples; [ ] = another dose, or the depositor's remark. Unless noted, the call rests on the fitted dose curve; in most records, active means well fitted curve in the direction sought with a large enough effect; inconclusive means small, poorly fitted or top-dose-only effect, or another doubt; inactive means no such curve, though single readings can be large; an effect the other way counts as inactive or inconclusive.

SMILES	Vif-APOBEC3G blk	D2 antagonist	D2 agonist	ALOX12 inh	GRP78 ERSR act	Vif-A3F inh	ERG-DNA inh	RGS4 inhibitor	LDHA block
O=C(O)COc1ccc(-c2nccc(-c3ccccn3)n2)cc1	0%	3	-0.1	?	-10%	9%	-5%	?	-14
COC(=O)c1cc(OCC(=O)Nc2ccc3c(c2)CCC3)cc(C(=O)OC)c1	-11%	nt	nt	0%	-4%	-31%	5%	-41%	-4
Cc1ccc(O)c(C=Nc2ccc3[nH]ncc3c2)c1	2%	4	2.0	-1%	-4%	0%	nt	?	21
COc1ccccc1CNS(=O)(=O)c1ccc2c(c1)CC(C)N2C(=O)C1CC1 (configuration not stated)	-4%	17	0.8	-7%	5%	-4%	-3%	-4%	-4
CCOc1ccc(-c2csc(NC(=O)c3ccc(S(=O)(=O)N4CCc5ccccc5C4)cc3)n2)cc1	1%	1	1.9	-9%	-6%	4%	0%	-13%	-3
COc1cc(OC)c(NC(=O)C(=O)CC(=O)c2ccc(C)cc2C)cc1Cl	1%	-3	0.0	0%	-2%	14%	9%	-37%	15
Cc1ccc(C(=O)NNC(=O)c2ccc(S(=O)(=O)N3CCOCC3)cc2)cc1	-6%	-2	-3.2	-4%	-4%	-7%	3%	-5%	-3
COc1ccc(/C=C2\SC(=S)N(CCC(=O)N3CCOCC3)C2=O)cc1OC	0%	nt	nt	-11%	-7%	-4%	nt	nt	-10
Cc1cc(C)n(CCN(C)C(=O)c2cc(COc3c(F)cccc3F)on2)n1	0%	nt	nt	-2%	3%	-5%	-1%	-1%	-4
O=C(Nc1ccc(S(=O)(=O)N2CCCC2)cc1)c1ccc(OCC2CCCO2)cc1 (configuration not stated)	4%	-1	1.2	-2%	-3%	-11%	-4%	2%	-3
CC(Oc1ccc(Cl)cc1Cl)c1nc(-c2ccc(NC(=O)c3ccccn3)cc2)no1 (configuration not stated)	2%	-5	1.2	15%	-6%	-4%	-6%	7%	0
O=C(COc1c(Br)cc(Br)c2cccnc12)Nc1ccccc1F	-1%	17	1.5	?	3%	1%	8%	-22%	9
Cn1c(=O)c(/C(N)=N/OC(=O)c2ccccc2)cn(-c2ccccc2)c1=O	0%	-5	-1.3	37%[activator]	-3%	-12%	-17%	8%	-6
C=CCN1c2ccccc2[C@]23C[C@@H](C(=O)OC)N=C2NC(C(=O)OC)=C(C(=O)OC)[C@H]13	-3%	nt	nt	0%	-4%	1%	5%	1%	-6
CCN(CC)CCOC(=O)c1ccc(Cl)cc1	2%	-5	-0.1	0%	-3%	nt	-2%	-31%	1
Cc1cc(NC(=O)Cn2cc(C(F)(F)F)cc(Cl)c2=O)no1	0%	19	0.7	1%	-1%	-15%	-1%	32%	2
CCOC(=O)Cn1c(=N)n(CCOc2ccc(OC)cc2)c2ccccc21	1%&-1%	12	1.1&0.4	-23%	-2%&-8%	-2%&-3%	-2%&2%	7%&-8%	0&-7
COc1ccc(-c2ccc(N(C)C)cc2)cc1[C@H]1[C@H]2C=CC[C@@H](C)[C@@H]2C(=O)N1Cc1ccccc1	-4%	nt	nt	-4%	0%	-5%	6%	-6%	0
O=C(CSc1ccc2ccccc2n1)Nc1nsc(-c2ccc(Cl)cc2)n1	1%&-3%	1	0.2&0.5	-19%&0%	-2%&-2%	2%&7%	2%&-1%	-20%&-11%	-1&0
O=C(Cn1cc(C(=O)C2CC2)c2ccccc21)NCC1CCCO1 (configuration not stated)	0%	-2	1.2	10%	-4%	2%	-11%	35%	-5
O=C(CNC(=O)c1[nH]cnc1C(=O)NC(c1ccccc1)c1ccccc1)OCc1ccccc1	-9%	6	-0.3	21%	-3%	1%	4%	?	0
O=C(CN1C(=O)NC2(CCCC2)C1=O)Nc1nc(-c2ccc(F)cc2)cs1	-5%	13	0.5	18%	-6%	-13%	4%	-10%[56.9 µM]	-3
O=C1NC(Cc2ccccc2)c2nc3cc(F)c(F)cc3c(=O)n2-c2ncccc21 (configuration not stated)	-1%	nt	nt	-2%	-5%	-2%	nt	nt	-23
COC(=O)c1c(NC(=O)CSc2nc3ccccc3c(=O)n2-c2ccccc2)sc(C)c1C	-7%	-9	0.2	-2%	-1%	9%	0%	-36%	-5
COC(=O)c1ccc(NC(=O)CSc2nnc(CNc3ccc(F)cc3)n2C)cc1	1%	-19	-0.2	-12%[57.4 µM]	-3%	-1%	nt	-5%	4
COCCn1c(CNC(=O)c2cc([N+](=O)[O-])ccc2Cl)nc2cccnc21	0%	nt	-1.7	-13%	1%	1%	2%	-9%	-6
O=C1CC(c2ccccc2)CC(O)=C1C=NCc1ccco1 (configuration not stated)	2%	11	-1.8	4%	-2%	0%	nt	-7%	5
O=C1CC(N2CCN(c3ccc(F)cc3)CC2)C(=O)N1c1ccc2c(c1)OCO2 (configuration not stated)	-1%	12	-0.4	0%	0%	-14%	-3%	20%	-6
CN(C(=O)c1ccc2c(c1)OCO2)C1(C(=O)NC2CCCCC2)CCCCC1	1%	-5	-0.1	-10%	-4%	3%	-13%	20%	-7
COC(=O)c1ccc(CN2CCC(CO)(Cc3ccc(OC)cc3)CC2)cc1	-2%	63*	1.6	-22%	-2%	-13%	3%	25%	-5
CCn1c(CSc2nc3ccccc3n2C)nc2ccccc21	-1%	2	0.8	-12%	-5%	-9%	-8%	28%	-8
O=S(=O)(NCC1CCCO1)c1cccc(C(F)(F)F)c1 (configuration not stated)	2%	-17	-0.3	0%	0%	1%	-3%	9%	3
COc1ccccc1OCC(=O)O	1%&2%	16&-3	-0.6&0.1	-14%&0%	-4%&2%	3%&-10%	7%&-4%	6%&-3%	-1&3
Cc1ccc([N+](=O)[O-])c(NC(=O)COC(=O)CCNS(=O)(=O)c2cccs2)c1C	0%	nt	nt	-17%	-5%	-7%	nt	nt	-3
CCCc1c(C)nc(N2CCN(c3ccccc3OC)CC2)[nH]c1=O	0%	3	1.3	7%	0%	2%	7%	6%	-6
Cc1ccc2c(c1)[nH]c1c(=O)n(Cc3ccccn3)cnc12	1%	-14	0.1	11%	1%	5%	-11%	-16%	-5
CCc1ccc(/C=N/NC(=O)c2cc(-c3cccc([N+](=O)[O-])c3)n[nH]2)cc1	?	-10	0.8	155%[activator]	-5%	-7%	-6%	-8%	-4
Cc1ccc(CNc2ncnc3[nH]ncc23)o1	3%	nt	nt	nt	-4%	nt	nt	8%	1
C=CCn1cccc(C(=O)Nc2cc(OC)cc(OC)c2)c1=O	-1%	9	nt	7%	7%	-3%	-5%	-2%	-6
COc1ccc(C(=O)NC2CCCc3ccccc32)c(OC)c1OC (configuration not stated)	-3%	-7	-0.8	-8%	-3%	4%	-4%	?	-1
O=C(NCc1cccnc1)c1[nH]c(C(F)(F)F)nc1-c1ccccc1	1%	nt	nt	-4%	-1%	nt	nt	nt	-6
CCOc1ccc(CCNC(=O)CN2CCN(Cc3ccc(F)cc3Cl)C2=O)cc1OCC	-2%	nt	-0.2	0%	-2%	-7%	4%	6%	-2
CCOC(=O)c1noc2ncn(CC(=O)Nc3ccccc3OC)c(=O)c12	0%	nt	nt	1%	-2%	9%	0%	16%	-2
CCOC(=O)CC(=O)CSc1nc2c(sc(=S)n2-c2ccc(OCC)cc2)c(=O)[nH]1	7%	5	-2.3	-28%	0%	9%	1%	-24%	10
COc1cccc(C2=CC(=O)C[C@H](c3ccc(OC)c(OC)c3)C2)c1	2%	9	-0.1	?	-3%	-1%	0%	-15%	0
CCC(CC)C(=O)N(C)c1c(C)nc2c(OCCC3CCCCC3)cccn12	-10%	nt	nt	-25%	?	nt	nt	nt	3
Cc1ccccc1C(=O)N1CCC2CC1c1cc(-c3ccc(F)cc3)ccc12 (configuration not stated)	-3%	nt	nt	-70%	-2%	?	-4%	-4%	-4
Fc1ccc(-c2csc(N3CCSCC3)n2)cc1	0%	11	0.9	4%	4%	6%	16%	-8%	-2
O=C(CSc1ncnc2ccccc12)NCC(=O)c1ccccc1	-2%	13	-0.3	2%	-1%	0%	-2%	-9%	-3
O=c1nc(N2CCCCC2)nc(Nc2ccccc2)[nH]1	2%	-13	0.0	-23%	-1%	-1%	nt	-12%	-1
COc1ccc(N(C(=O)c2ccncc2)S(=O)(=O)c2cccc([N+](=O)[O-])c2)cc1	-2%	nt	nt	?	13%	1%	-5%	-21%	-3

Some of the compounds tested (hit frequency here may not be typical).
